PGK inhibitor: T. brucei PGK inhibition; P07378; PGK/GAPDH coupled, Kinase-Glo luminescence, 60 min; Potency, µM (top dose mostly 57.5 µM), inactives show top-dose activity change, negative = inhibition, most hits filed as inhibitors; hit rate 0.043% among 380,000; also: % is scaled to controls: 0 for no effect and ±100 for the full control effect; nearly all actives have a fitted effect of over 60% in size
Target sequence (P07378 whole entry, looked up): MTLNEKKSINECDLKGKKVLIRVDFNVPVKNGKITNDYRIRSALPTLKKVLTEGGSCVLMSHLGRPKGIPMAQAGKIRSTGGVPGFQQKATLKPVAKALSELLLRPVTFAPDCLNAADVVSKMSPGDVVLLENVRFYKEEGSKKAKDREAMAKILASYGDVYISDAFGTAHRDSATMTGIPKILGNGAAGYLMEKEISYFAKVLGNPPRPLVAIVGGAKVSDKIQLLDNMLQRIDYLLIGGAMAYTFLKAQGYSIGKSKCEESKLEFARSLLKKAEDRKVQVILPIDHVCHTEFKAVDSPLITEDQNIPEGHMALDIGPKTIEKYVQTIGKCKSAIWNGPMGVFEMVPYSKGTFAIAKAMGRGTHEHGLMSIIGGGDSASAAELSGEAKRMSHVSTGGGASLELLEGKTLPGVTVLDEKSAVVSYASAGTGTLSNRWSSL
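Luminescent ATP detection (Kinase-Glo Plus) follows a 60-minute room-temperature incubation, with wells lacking PGK as controls. Buffer: 100 mM TEA (pH 7.6), 5 mM MgCl2, 0.01% Tween-20. Coupling enzyme GAPDH (100 nM final) supplies unstable 1,3-BPG in-well.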
ALOX12 inh: inhibitors of human 12S-lipoxygenase ALOX12 | purified 12hLO, xylenol orange hydroperoxide absorbance | Potency, µM (doses to about 108 µM), inactives show at the top dose activity change, negative = inhibition, most hits filed as inhibitors | hit rate 1.1% among 580,000; also: % is scaled to controls: 0 for no effect and ±100 for the full control effect
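Purified human 12hLO at 150 nM in 25 mM Hepes, 0.01% Triton X-100, pH 7.0, preincubated 15 min at room temperature with compound. Reaction started with 40 uM arachidonic acid, 30 min at room temperature. Hydroperoxide measured by Fe-xylenol orange, 573/405 nm absorbance ratio.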
TrxR1 inh: blocks rat thioredoxin reductase 1 | Potency, µM (top dose mostly 114 µM), inactives show at the top dose activity change, negative = inhibition, most hits filed as inhibitors | hit rate 1% among 390,000 | AID 588453 | recombinant rTrxR1, NADPH fluorescence consumption, selenite substrate | O89049; also: % is scaled to controls: 0 for no effect and ±100 for the full control effect; nearly all actives have a fitted effect of over 65% in size
Target sequence (O89049 whole entry, looked up): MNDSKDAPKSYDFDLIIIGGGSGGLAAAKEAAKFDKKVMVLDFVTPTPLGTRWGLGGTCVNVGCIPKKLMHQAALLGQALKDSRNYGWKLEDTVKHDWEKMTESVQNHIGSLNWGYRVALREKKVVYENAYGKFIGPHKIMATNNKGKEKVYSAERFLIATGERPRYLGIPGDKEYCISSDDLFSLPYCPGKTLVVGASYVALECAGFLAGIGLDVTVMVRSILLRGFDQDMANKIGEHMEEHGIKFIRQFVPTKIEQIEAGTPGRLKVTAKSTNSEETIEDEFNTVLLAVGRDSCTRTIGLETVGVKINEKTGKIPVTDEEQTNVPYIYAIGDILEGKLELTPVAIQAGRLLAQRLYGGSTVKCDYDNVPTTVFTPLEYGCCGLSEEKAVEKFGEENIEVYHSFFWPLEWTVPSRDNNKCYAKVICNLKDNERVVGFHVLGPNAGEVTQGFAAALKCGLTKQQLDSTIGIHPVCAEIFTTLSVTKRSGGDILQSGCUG
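Rat TrxR1 (90 nM in the dispensed reagent) was pre-reduced with 400 uM NADPH for 5 min at room temperature, then incubated with compound for 15 min. After 400 uM selenite was added, NADPH fluorescence (Ex 340/Em 450 nm) was followed for 8 min.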
Pin1 inh: human Pin1 inhibition | Q13526 | Pin1 FP peptide displacement, HiFluor488, 10 min | Potency, µM (top dose mostly 115 µM), for inactives: top-dose activity, negative = inhibition, hits mostly inhibitors | hit rate 0.009% among 390,000 | AID 504891; active = well fitted inhibition curve with a large enough effect in the polarisation, with a control signal flat, not every such curve was filed as active; inconclusive = small, poorly fitted or top-dose-only effect, or effect the other way, or a change in a side signal; inactive = no such curve, though single readings can be large or run the other way; the % refers to the polarisation; also: % is scaled to controls: 0 for no effect and ±100 for the full control effect
Target sequence (Q13526 whole entry, looked up): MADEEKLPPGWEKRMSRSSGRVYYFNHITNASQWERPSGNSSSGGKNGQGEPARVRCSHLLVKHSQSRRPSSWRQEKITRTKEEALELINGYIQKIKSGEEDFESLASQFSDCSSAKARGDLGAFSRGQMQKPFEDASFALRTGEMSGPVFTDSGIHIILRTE
ERG-DNA inh: ERG Ets/DNA interaction inhibition. P11308. fluorescence polarization, His-ERG Ets domain / labelled DNA. Potency, µM (top dose mostly 76.9 µM), inactives show top-dose FP activity, negative = inhibition, hits mostly inhibitors. hit rate 0.028% among 370,000; active = well fitted inhibition curve with a large enough effect in the polarisation, with a control signal flat; inconclusive = small, poorly fitted or top-dose-only effect, or effect the other way, or a change in a side signal; inactive = no such curve, though single readings can be large or run the other way; the % refers to the polarisation;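 also: polarization taken with two DNA probes labelled with fluorescein and Texas red; % of control where 0% means no effect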
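His-tagged ERG Ets domain (1 uM in the protein solution; 300mM KCl, 50mM Tris-HCl, 1mM EDTA, 1mM DTT, pH 7.5) received compound, then a probe mix of 5 nM fluorescein-DNA and 100nM Texas-615-DNA. Fluorescence polarization was read for both dyes.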
RGS4 inh: human RGS4 inhibition; P49798; hit rate 0.039% among 390,000; Transcreener GDP fluorescence polarization, RGS4-accelerated GTP hydrolysis; Potency, µM (doses to about 114 µM), inactives show at the highest dose activity change, negative = inhibition, usual class: inhibitors; also: % is scaled to controls: 0 for no effect and ±100 for the full control effect; nearly all actives have a fitted effect of over 75% in size; some results filed as inactive show a strong effect at the top dose
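MLSMR compounds (23 nl, pin-transferred) preincubated 10 min at room temperature with a 500nM (2x) first reagent, then RGS4 at 900nM (2x) plus Transcreener GDP mix added; fluorescence polarization (620/688 nm) read before and after 90 min at 30 °C.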
HP1b chromo inh: blocks HP1-beta chromodomain binding to methylated histone tails. AID 540317. Potency, µM (titrated, usually from 114 µM), inactives show top-dose activity change, negative = inhibition, actives largely listed as inhibitors. hit rate 0.56% among 390,000. AlphaScreen HP1-beta / biotin-H3K9me3 peptide binding; also: nearly all actives have a fitted effect of over 70% in size; inactives centre near 23
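AlphaScreen: HP1-beta (50 nM) preformed 30 min with biotin-H3(1-18)K9me3 peptide (50 nM) in PBS pH 7.4, 0.01% Tween-20. Compound added for 30 min at RT, then streptavidin donor/nickel chelate acceptor beads (10 ug/mL) for 30 min.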
GLS inhibitor: inhibitors of human glutaminase (GLS); O94925; GLS enzymatic activity, qHTS titration; Potency, µM (doses to about 45.5 µM), inactives show at the highest dose activity change, negative = inhibition, actives largely listed as inhibitors; hit rate 0.21% among 410,000; AID 624170; also: % is scaled to controls: 0 for no effect and ±100 for the full control effect
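Assay buffer: 45 mM KH2PO4 pH 8.2, 0.02% Tween-20. hKGA acts on L-glutamine (1 mM solution added); product glutamate is reported by an oxidase/peroxidase Amplex Red coupling, with fluorescence taken at baseline and 30 min.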
JMJD2A Tudor: JMJD2A Tudor domain (human) inhibition | Potency, µM (series often up to 114 µM), without a hit: at the top dose activity change, negative = inhibition, most hits filed as inhibitors | AlphaScreen JMJD2A-Tudor / H3K4me3 peptide binding | hit rate 4.4% among 390,000 | AID 504339; also: % is scaled to controls: 0 for no effect and ±100 for the full control effect; nearly all actives have a fitted effect of over 50% in size
An asterisk follows results filed as active; i = inactive; ? = inconclusive; . = no result given; & = joins results of further samples; [ ] = remark or other dose. Unless noted, calls follow the shape of the dose curve; as a rule, active = well fitted curve in the direction sought with a large enough effect; inconclusive = small, poorly fitted or top-dose-only effect, or another doubt; inactive = no such curve, though single readings can be large; an effect the other way counts as inactive or inconclusive. Potency is read from the fitted curve at half-maximal effect.

SMILES	PGK inhibitor	ALOX12 inh	TrxR1 inh	Pin1 inh	ERG-DNA inh	RGS4 inh	HP1b chromo inh	GLS inhibitor	JMJD2A Tudor
COc1ccc(C(=O)NCc2csc(C(C)C)n2)cc1OC1CCN(C(C)=O)CC1	5%	3%	-6%	-3%	5%	28%	15%	15%	-4%
COc1ccc(-n2cnnc2SCC(=O)Nc2ccc(C(N)=O)cc2)cc1	-6%	15%	17%	3%	0%	-22%	35%[activator]	-22%	11%
COc1ccc(N/C=C(\[N+](=O)[O-])S(=O)(=O)c2ccccc2)cc1	i	6%	9%	-11%	6%	-27%[56.9 µM]	4%	-3%	?
CCN(C(=O)COC(=O)c1cccnc1SC)C1CCCCC1	-10%	1%	24%	-9%	12%	14%	51%[activator]	-1%	-6%
CCOC(=O)C1CCN(C(=O)CSC2=NCCS2)CC1	-4%	-21%	23%[57.1 µM]	6%	-4%	-8%	36%	4%	6%
Nc1c(C(=O)CSc2nc3ccccc3o2)c(=O)[nH]c(=O)n1C1CC1	5%	28%	-6%	4%	1%	-5%	38%	9%	-14%
CC(C)NC(=O)NC(=O)COC(=O)c1cc[n+]([O-])cc1	-2%	-9%	37%[57.1 µM]	-2%	1%	8%	-4%	12%	-11%
COc1ccc(-c2cccc(NC(=O)c3cccs3)c2)nn1	5%	-2%	-5%	1%	13%	7%	32%	-29%	-15%
O=C(O)CC(Cc1ccc(Cl)cc1)C(=O)Nc1ccccc1 (stereo unspecified)	-6%	58%[activator]	31%	4%	2%	16%	15%	3%	-10%
CCCCNc1ccc(C(CC(N)=O)NC(=O)c2ccccc2)cc1[N+](=O)[O-] (stereo unspecified)	-3%	-7%	10%[57.1 µM]	29%	1%	-1%	8%	-1%	-30%
O=C(CCn1c(=S)oc2ccccc21)NC1CCCCC1	-7%	5%	11%	-12%	-3%	-15%[11.4 µM]	19%	0%	-3%[11.4 µM]
O=C(NCC(c1ccco1)N1CCc2ccccc21)c1ccccc1Br (stereo unspecified)	-9%	?	8%	0%	0%	-12%	-26%	2%	?
CCOc1cc(C(=O)N2CCN(c3ccccn3)CC2)cc(OCC)c1OCC	-5%	-1%	11%[57.1 µM]	3%	-1%	14%	13%	0%	-14%
Cc1ccc(C)c(N2CCN(C(=O)CCCCCn3c(=O)[nH]c4ccccc4c3=O)CC2)c1	9%	?	13%[57.1 µM]	4%	4%	31%	12%	?	-33%
CCn1c(/C=C/N(C(C)=O)c2ccccc2)[n+](CCCS(=O)(=O)[O-])c2cc(Cl)c(Cl)cc21	3%	-14%	-11%	0%	1%	-1%	29%	0%	-17%
O=C(CC(=O)N/N=C\c1cccc(Cl)c1Cl)NCc1ccccc1	0%	-2%	-7%	2%	-10%	10%	14%	5%	-13%
Cn1c(SCc2ccccc2F)nc2ccccc2c1=O	i	?	13%[57.1 µM]	22%	5%	-7%	116%[activator]	-8%	18%
COc1ccc(N/C=C\C(=O)c2ccc3c(c2)OCO3)cc1	-8%	-30%[57.4 µM]	1%	?	-8%	-42%	44%	16%	2%
N#C/C(=C\c1ccc(OCc2ccc(Br)cc2)cc1)C(=O)Nc1cccc(C(=O)O)c1	-26%	-19%	22%[57.1 µM]	.	4%	-37%	-3%	28%	40µM*
Cc1cc(Nc2cccc(C(F)(F)F)c2)nc2ccc(NC(=O)c3ccc(N(C)C)cc3)cc12	i	-11%	-7%	19%	-1%	-25%	33%	8%	-14%
CCc1ccc(NC(=O)Cn2c(=O)c(-c3ccccc3NC(C)=O)nc3ccccc32)cc1	9%	?	-5%	14%	0%	20%	22%	7%	-12%
COc1ccc(N2CCc3c(C)nc(SC)nc32)cc1	-4%	4%	17%[57.1 µM]	-4%	3%	10%	13%	4%	-11%
COCc1nnc(NC(=O)C23CC4CC(CC(C4)C2)C3)s1	11%	-3%	6%	1%	1%	9%	15%	1%	-11%
CC(C)(C)c1cc(=O)[nH]c(SCc2ccccc2Cl)n1	6%	?	4%[11.4 µM]	8%	6%[15.4 µM]	-17%	44%[activator]	15%	5%
CCn1c(SCC(=O)NCc2cccs2)nnc1-c1ccncc1	.	4%	11%	?	-5%	0%	20%	1%	-23%
COc1cc(/C=C/C(=O)OCC(=O)c2c[nH]c3ccccc23)ccc1OC(F)F	4%	-15%	10%[57.1 µM]	25%	-1%	-14%	20%	8%	-8%
Cn1nc(C(F)(F)F)c(/C=N/OC(=O)c2ccccc2Cl)c1SCc1ccccc1Cl	-7%	?	22%[57.1 µM]	1%	-2%	-20%	54%[activator]	-3%	6%
O=C(CCNC(=O)c1ccc(Cl)cc1)Nc1ccccc1N1CCCCC1	0%	0%	24%[57.1 µM]	5%	5%	-13%	33%	-5%	-13%
C=CCn1c(CCNC(=O)c2ccc(Cl)c(Cl)c2)nnc1SCCOc1ccc(OC)cc1	1%	17%	10%	-1%	-2%	-17%	5%	1%	-28%
CS(=O)(=O)Nc1cccc(-c2cn3c(n2)SCC3)c1	3%	?	32µM*	.	65%[activator]	?	?	15%	56µM*

An excerpt of these results, in CSV form:
SMILES,PGK inhibitor,ALOX12 inh,TrxR1 inh,Pin1 inh,ERG-DNA inh,RGS4 inh,HP1b chromo inh,GLS inhibitor,JMJD2A Tudor
COCc1nnc(NC(=O)C23CC4CC(CC(C4)C2)C3)s1,11%,-3%,6%,1%,1%,9%,15%,1%,-11%
CC(C)(C)c1cc(=O)[nH]c(SCc2ccccc2Cl)n1,6%,?,4%[11.4 µM],8%,6%[15.4 µM],-17%,44%[activator],15%,5%

Additional records
SMILES	PGK inhibitor	ALOX12 inh	TrxR1 inh	Pin1 inh	ERG-DNA inh	RGS4 inh	HP1b chromo inh	GLS inhibitor	JMJD2A Tudor
COc1ccc2[nH]c3c(=O)n(Cc4ccco4)cnc3c2c1	-7%	-9%	-11%[57.1 µM]	2%	-2%	8%	19%	-3%	-11%
COc1ccc(C2C(C(=O)O)CCC(=O)N2c2ccc(C)cc2)cc1OC (stereo unspecified)	-6%	0%	10%	-11%	4%	2%	1%	0%	-2%
Clc1cccc(-n2ncc3c(NCCc4ccccc4)ncnc32)c1	-5%	8.9µM*	22%[57.1 µM]	-4%	2%	-3%	97%[activator]	-8%	31%
Cc1ccc(NC(=O)C2=CC(c3cccs3)=NS(=O)(=O)N2C)cc1	-4%&-1%	-4%[57.4 µM]	11%[57.1 µM]	2%&8%	-10%&5%	-12%&20%	-8%&10%	-11%&3%	-25%&-21%
Cn1nccc1C(=O)Nc1cccc(C(F)(F)F)c1	0%	-4%	13%	-3%	-1%	-2%	67%[activator]	-1%	-6%
CCOc1ccc(NC(=O)CCn2nc(C)c(S(=O)(=O)N3CCCCC3)c2C)cc1	-5%&-2%	-2%&5%	11%	6%&1%	-5%&7%	12%[11.4 µM]	28%&35%	-2%&0%	-26%&-3%
CN(CC(=O)NCC1COc2ccccc2O1)S(=O)(=O)c1ccc(Cl)cc1 (stereo unspecified)	-10%	-16%	16%[11.4 µM]	-2%	3%	16%	24%	-4%	-12%
CCN(CC(=O)NCc1cccs1)C(=O)CCCOc1ccc(C(C)(C)C)cc1	i	177%[activator]	-12%	-9%	36%[activator]	-7%	42%[activator]	0%	-4%
Cc1nn(C)c(C)c1S(=O)(=O)N(CC(=O)NCCCN1CCC(C)CC1)c1ccc(C(C)C)cc1	-2%	-7%	14%	2%	-6%	33%	7%	18%	-1%
CCNC(=O)OCCC12CC3CC(CC(C3)C1)C2	2%	-15%	11%	6%	-7%	-12%	30%	7%	15%
O=C(c1cccc(Cl)c1)N1CCN(C2CCCCC2)CC1	-1%	?	18%	-1%	7%	7%	?	2%	7.9µM*
NC(=O)c1ccccc1OCC(=O)N1CCC(Cc2ccccc2)CC1	-7%	-26%	9%	3%	1%	1%	41%[activator]	6%	-9%
COc1cccc(NC(=O)c2oc3ccc(S(=O)(=O)N4CCC5(CC4)OCCO5)cc3c2C)c1	-9%	-7%	14%[57.1 µM]	22%	-2%	-3%	18%	-1%	-6%
N#C/C(=C\c1ccc(OCc2ccccc2)cc1)C(N)=O	-4%	13%	30%[57.1 µM]	3%	8%	?	?	0%	14µM*
O=C(c1cccs1)N1CCN(c2ncc(C(F)(F)F)cc2Cl)CC1	-2%	6%	2%	-1%	-1%	-4%	29%	5%	3%
Cc1cccc(-n2c(Cc3cc(=O)[nH]c(=O)[nH]3)nnc2SCC(=O)NCC2CCCO2)c1 (stereo unspecified)	-4%	?	17%	-21%	-3%	-25%	60%[activator]	2%	-4%
CC(C)C[C@H](NC(=O)c1nc[nH]c1C(=O)N1CCC(C)CC1)C(=O)OCc1ccccc1	-1%	0%	-2%	-1%	1%	2%	70%[activator]	-5%	-17%
O=C(COC(=O)Cc1c(Cl)cccc1Cl)Nc1ccc(OC(F)(F)F)cc1	2%	-18%	3%	-2%	-4%	11%	18%	0%	24%
CC1(C)C(=O)N(CC(=O)Nc2ccc(Cl)cc2)c2ccccc21	-7%	-18%	19%[57.1 µM]	7%	-1%	-24%	26%[57 µM]	0%	-1%
Cc1cc(C(=O)N2CCCC(N3CCN(c4cccc(Cl)c4)CC3)C2)nc(C)n1 (stereo unspecified)	2%	0%	15%	5%	-7%	2%	21%	4%	2%
CC(=O)N1CCN(S(=O)(=O)c2cccc(C(=O)NCCC3=CCCCC3)c2)CC1	-9%	0%	9%	6%	2%	?	13%	9%	-8%
CC1=C(C(=O)OCc2cc(C)on2)N2C(=O)[C@@H](NC(=O)OCc3cc(C)on3)[C@H]2SC1	-6%	-22%	-15%&-2%	5%	6%	-53%	35%	2%	-6%

Screening results (PubChem)

A portion of the library, so the mix of outcomes need not match the whole.
